Bioassay records as filed in PubChem.
SRC3 TRFRET art: TR-FRET detection interference compounds, artefact control for PPARgamma SRC-3 recruitment agonists, biochemical, TR-FRET ratio; TR-FRET artefact counter-screen, PPARgamma/SRC-3 format; active compounds read high; TR-FRET ratio at 8 µM; 99,000 tested, 0.39% active; AID 1048, 2008; in the data active means TR-FRET ratio above about 2000; further: inactives centre near 1600
SRC1 TRFRET art: TR-FRET detection interference compounds, primary screen, artefact control for PPARgamma SRC-1 recruitment agonists, biochemical, TR-FRET emission ratio. TR-FRET detection artefact counter-screen; active compounds read high. TR-FRET ratio at 8 µM. 99,000 tested, 0.34% active; in the data active means TR-FRET ratio above about 2300; further: inactives centre near 1800
An asterisk follows results filed as active. An excerpt, so the mix of outcomes need not match the whole.

Value order – SRC3 TRFRET art	SRC1 TRFRET art
1) O=C(NCC1CCCO1)c1ccc(CNS(=O)(=O)c2cccc(Cl)c2)cc1 (stereo not drawn)
→ 1693	1847
2) CC(=O)C(Cl)C(=O)Nc1ccccc1 (stereo not drawn)
→ 1479	1717
3) CCOC(=O)c1c(C)[nH]c(C(=O)COC(=O)CNC(=O)c2ccc(Br)cc2)c1C
→ 1538	1902
4) Fc1ccc2nc(N3CCCC3)sc2c1
→ 1682	2038
5) CCCOc1ccc(C2c3c(oc4cc(C)c(C)cc4c3=O)C(=O)N2CCCN(C)C)cc1 (stereo not drawn)
→ 1752	1789
6) CCN(CC)/C(N)=N/c1nc(C)cc(C)n1
→ 1780	1910
7) Cc1ccccc1NC(=O)COc1ccc(Br)cc1CNCCCO
→ 1549	1696
8) CC(C)NC(=O)CSc1nc(N)c(NC(=O)c2ccco2)c(=O)[nH]1
→ 1517	1635
9) Oc1ccccc1Oc1c(F)c(F)nc(N2CCCC2)c1F
→ 1527	1888
10) CCOc1ccc(S(=O)(=O)Nc2nc3ccccc3nc2Nc2ccc(N3CCOCC3)cc2)cc1
→ 1564	1652
11) Cc1ccc2nc(Cl)c(/C=N/Nc3nc(C)cc(C)n3)c(=O)n2c1
→ 1700	2046
12) Cc1ccc(CN(CCO)CCO)cc1
→ 1686	1748
13) O=C(NCc1ccccn1)Nc1ccc(F)cc1
→ 1603	2011
14) C/C(=N\NC(=O)CCc1ccc(S(=O)(=O)N2CCOCC2)cc1)c1ccc(OC(F)F)cc1
→ 1676	1899
15) Cc1ccc2nc(NC(=O)/C=C/c3ccc4c(c3)OCO4)sc2c1
→ 1347	1606
16) COCCN(C(=S)Nc1cc(C)ccc1C)C(C)c1cccnc1 (stereo not drawn)
→ 1417	1602
17) CCc1cccc2c(C(=O)COC(=O)c3ccc(O)cc3)c[nH]c12
→ 1483	1633
18) COc1cc2c(cc1OC)CN(C(=S)Nc1ccc(OC(F)F)cc1)CC2
→ 1469	1941
19) Cc1c(NC(=O)COC(=O)COc2ccc(Nc3ccccc3)cc2)c(=O)n(-c2ccccc2)n1C
→ 1279	1913
20) CC(NC(=O)C(=O)N/N=C\c1ccc([N+](=O)[O-])cc1)c1ccccc1 (stereo not drawn)
→ 1459	1449
21) Cc1nn(Cc2noc(C(=O)NCc3ccc(F)cc3)n2)c(C)c1Br
→ 1380	1576
22) COc1ccc(Cc2nnc(N=Nc3c(O)[nH]c4ccc(Br)cc34)[nH]c2=O)cc1
→ 1431	1895
23) Clc1cccc(C2CCN(Cc3nc(CC4CC4)no3)C2)c1 (stereo not drawn)
→ 1440	1513
24) O=C(CNC(=O)c1ccccc1F)NCCOc1cccc(Cl)c1Cl
→ 1649	1779
25) CC(C)(C)c1ccccc1OCCCCCNCCO
→ 1468	2044
26) CN(c1ccccc1)S(=O)(=O)c1cccc(NC(=O)Cn2cnc3c2c(=O)n(C)c(=O)n3C)c1
→ 1498	1645
27) CCc1cccc(C)c1NC(=S)N(CCN(C)C)Cc1cccs1
→ 1600	2095
28) Cc1ncc([N+](=O)[O-])n1CC(O)CCl (stereo not drawn)
→ 1702	1533
29) Cc1ccc(NC(=S)NC2CC3CCCC(C2)N3Cc2ccco2)cc1 (stereo not drawn)
→ 1717	1882
30) O=C(Cc1cccc2ccccc12)NN1C(=O)C2C(C1=O)C1C=CC2C12CC2 (stereo not drawn)
→ 1682	1921

Single records, from the list above.
Cc1c(NC(=O)COC(=O)COc2ccc(Nc3ccccc3)cc2)c(=O)n(-c2ccccc2)n1C reads SRC3 TRFRET art: 1279; SRC1 TRFRET art: 1913
Clc1cccc(C2CCN(Cc3nc(CC4CC4)no3)C2)c1 (stereo not drawn) reads SRC3 TRFRET art: 1440; SRC1 TRFRET art: 1513

Fetched by compound from the list above, 3 records:
Value order – SRC3 TRFRET art	SRC1 TRFRET art
1) O=C(NCC1CCCO1)c1ccc(CNS(=O)(=O)c2cccc(Cl)c2)cc1 (stereo not drawn)
→ 1693	1847
9) Oc1ccccc1Oc1c(F)c(F)nc(N2CCCC2)c1F
→ 1527	1888
23) Clc1cccc(C2CCN(Cc3nc(CC4CC4)no3)C2)c1 (stereo not drawn)
→ 1440	1513

Later entries
Value order – SRC3 TRFRET art	SRC1 TRFRET art
31) CCc1cc(OCCN(C)C)ccc1Cl
→ 1395	1545
32) CC1CCCC(NC(=O)CSC2CCCCC2)C1C (stereo not drawn)
→ 1487	1605
33) O=C(Nc1ccccc1F)c1ccc(OCc2ccccc2)cc1
→ 1778	1915
34) COc1cc(CN2CCNC(=O)C2CC(=O)NCCC2=CCCCC2)cc(OC)c1 (stereo not drawn)
→ 1549	1482
35) NNC(=O)CCCNc1ncc(C(F)(F)F)cc1Cl
→ 1460	1726
36) CC1CCCC(NC(=O)CSc2ccc(F)cc2)C1C (stereo not drawn)
→ 1798	1942
37) CCN(CC)CCNC(=S)Nc1ccc(Cl)cc1
→ 1744	1921
38) CCOc1cccc2cc(C(=O)NCCC3=CCCCC3)c(=O)oc12
→ 1656	1796
39) Fc1ccc(CNC(=S)NC2CCCC2)cc1
→ 1602	1716
40) CC1=NNC(=O)C(CC(=O)Nc2ccc(Cl)c(Cl)c2)C1 (stereo not drawn)
→ 1470	1784
41) CCOC(=O)CC(C)(C)/C(C)=N/Nc1ccc([N+](=O)[O-])cc1[N+](=O)[O-]
→ 1831	1897
42) CCCn1c(-c2cccc([N+](=O)[O-])c2)nc2c1c(=O)[nH]c(=O)n2Cc1ccccc1
→ 1481	1571
43) Cn1c(=O)c(Nc2ccc(Cl)cc2)c2c3c(cccc31)C(=O)c1ccccc1-2
→ 1487	1721
44) Cc1cccc(C)c1NC(=O)COC(=O)c1ccccc1Nc1ccccc1
→ 1430	1739
45) CCCCNC(=O)N1CCN(Cc2ccc(F)cc2)CC1
→ 1439	1611
46) COc1cc2cc(CN(CCc3cccc(C)c3)C(=S)NCCCN(C)C)c(=O)[nH]c2cc1OC
→ 1621	1771
47) COc1ccc(C(=O)NCC(=O)OCC(=O)Nc2cc([N+](=O)[O-])ccc2F)cc1
→ 1495	1805
48) O=C(Cc1ccccc1)NCC(=O)N/N=C/c1ccc(Cl)cc1
→ 1542	1781
49) O=C(Nc1cc(SCCO)cc([N+](=O)[O-])c1)c1ccc(Br)o1
→ 1686	1725
50) Cc1csc(NC(=O)c2ccc(S(C)(=O)=O)cc2)n1
→ 1202	1624
51) COc1cccc(CC(NC(C)=O)C(=O)NC2CCN(c3nnnn3-c3ccccc3)CC2)c1OC (stereo not drawn)
→ 1774	1912
52) Cc1nnc(NC(=O)c2ccc3ccccc3n2)s1
→ 1470	1773
53) CCOc1ccc(OCCCCOc2ccccc2C(C)=O)cc1
→ 1665	1998
54) CCOc1ccc2c(=O)c(-c3ccc4c(c3)OCCCO4)c(C)oc2c1
→ 1475	1661
55) CCCCc1c(O)nc2ccccn2c1=O
→ 1718	1868
56) COc1cc(N/C=C2\CC(=O)NC(C)=C2C#N)cc(OC)c1OC
→ 1743	1769
57) COc1ccc(C)cc1NC(=O)CSc1nnc(CC(=O)Nc2ccccc2F)n1C
→ 1755	1741
58) COc1cccc(NC(=S)N(CCCN2CCOCC2)Cc2cn(C)c3ccccc23)c1
→ 1623	1591
59) COc1ccc(S(=O)(=O)Nc2cccnc2)c(Cl)c1Cl
→ 1693	1675
60) Cc1ccc(/C=C/c2nc3ccccc3[nH]2)o1
→ 1701	1778
61) Cc1ccc(NC(=O)CN2C(=O)NC(C)(CCc3ccccc3)C2=O)cc1 (stereo not drawn)
→ 1678	1900
62) COc1cccc(OC)c1C(=O)NC(=S)Nc1ccc2c(c1)OCCO2
→ 1789	2015
63) O=C(Nc1ccccc1C(=O)N1CCCCC1)NC1CCCCC1
→ 1330	1689
64) CCOC(=O)CNc1nc(C(C)(C)C)nc2c1nnn2Cc1ccccc1Cl
→ 1440	1995
65) Cc1ccc(S(=O)(=O)NCC(=O)N2CCN(c3ccccc3F)CC2)cc1
→ 1745	1714
66) COc1ccc(C)cc1NS(=O)(=O)c1cccc2nonc12
→ 1635	1678
67) O=C(CSc1nccn1-c1ccccc1)NCc1ccc(F)cc1
→ 1737	1864
68) Oc1ccccc1C1CC(c2cccs2)=NC(c2ccc(Cl)cc2)N1 (stereo not drawn)
→ 1742	2076
69) Nc1n[nH]c(N)c1N=Nc1ccc(Cl)cc1
→ 1760	2259
70) CN1CCN(/N=C2/C(=O)Nc3ccc([N+](=O)[O-])cc32)CC1
→ 1663	1779
71) Cc1ccc(N(C(=O)c2cnccn2)C(C(=O)NC2CCCCC2)c2ccc(O)cc2)cc1 (stereo not drawn)
→ 1683	2089
72) O=C(COC(=O)CN1C(=O)C2CCCCC2C1=O)Nc1cc(S(=O)(=O)N2CCOCC2)ccc1Cl (stereo not drawn)
→ 1666	1628
73) Cc1nnc(NC(=O)Cn2nc(C)c3ccccc3c2=O)s1
→ 1545	1785
74) CC(C)c1ccc(NC(=S)Nc2ccc(OC(F)(F)F)cc2)cc1
→ 1489	1738
75) O=C(O)/C(=C\c1cccs1)Sc1nnc(-c2ccc(F)cc2)o1
→ 1823	1855
76) COc1ccccc1/C=N/N1C(=O)C2C3C=CC(CC3)C2C1=O (stereo not drawn)
→ 1439	1799
77) Cc1ccc(NC(=S)N(CCN2CCCCC2)Cc2ccco2)cc1Cl
→ 1438	1675
78) COc1ccc(C(=O)NCCC2=CCCCC2)cc1
→ 1645	1815
79) COc1cccc(-n2c(SCC(=O)NCCc3ccccc3)nnc2-c2ccoc2C)c1
→ 1647	1775
80) Cc1nc2ccccc2c(=O)n1NC(=O)CCC(=O)O
→ 1503	1775
81) O=C(O)c1ccc(NC(=O)c2cccc(N3C(=O)C4C5CCC(C5)C4C3=O)c2)cc1 (stereo not drawn)
→ 1859	2015
82) Cc1cc(N2CCN(C3CCCC3)CC2)n2c(nc3ccccc32)c1C#N
→ 1556	1567
83) CC(=O)OCC(=O)Nc1ccc(Cl)cc1Cl
→ 1432	1721
84) O=C1C(Cl)=C(Nc2ccccc2O)C(=O)N1CCc1ccccc1
→ 1665	1394
85) CC(=O)N1Cc2ccccc2C(C)CC12CCCC2 (stereo not drawn)
→ 1584	1761
86) OCCC1CN(C/C(Cl)=C/c2ccccc2)CCN1C1CCCC1 (stereo not drawn)
→ 1411	1628
87) COc1ccc(NC(=O)CC2C(=O)N(c3ccccc3)C(=O)N2CCc2cccs2)cc1 (stereo not drawn)
→ 1731	1738
88) Cc1ccccc1Nc1nnc(SCC(=O)NCc2cccs2)s1
→ 1746	2001
89) O=C(COC(=O)C12CC3CC(CC(Br)(C3)C1)C2)Nc1cccnc1Cl
→ 1687	1919
90) O=C1COc2ccc(C(=O)COC(=O)CNC(=O)c3ccccc3)cc2N1
→ 1637	1794

3 compounds already listed, arranged by SMILES length, largest number first:
Value order – SRC3 TRFRET art	SRC1 TRFRET art
16) COCCN(C(=S)Nc1cc(C)ccc1C)C(C)c1cccnc1 (stereo not drawn)
→ 1417	1602
69) Nc1n[nH]c(N)c1N=Nc1ccc(Cl)cc1
→ 1760	2259
39) Fc1ccc(CNC(=S)NC2CCCC2)cc1
→ 1602	1716

Next entries follow.
Value order – SRC3 TRFRET art	SRC1 TRFRET art
91) O=C(C1CCCO1)N1CCN(C(=S)Nc2cccc(Cl)c2)CC1 (stereo not drawn)
→ 1355	1526
92) CC(C)C(=O)Nc1nnc(SCC(=O)NCc2ccc3c(c2)OCO3)s1
→ 1479	1830
93) COc1cc(/C=N/NC(=S)NCc2ccccc2)ccc1OCC#N
→ 1603	2043
94) Cc1nc(Nc2ccccc2)sc1-c1ccccc1
→ 1658	1717
95) CC(=O)NC(Cc1ccccc1)C(=O)OCC(=O)c1ccc(Cl)cc1 (stereo not drawn)
→ 1787	1638
96) CC(C)(C)NC(=O)C(c1ccncc1)N(C(=O)Cn1nnc(-c2ccc(F)cc2)n1)c1cccc(F)c1 (stereo not drawn)
→ 1647	2108
97) O=C(COC(=O)CCc1ccccc1)NC(c1ccccc1)c1ccccc1
→ 1592	1828
98) O=c1c2cn[nH]c2nc(SCc2ccccc2F)n1-c1ccc(Br)cc1
→ 1579	1760
99) C/C(=N\NC(=O)C1(C)CC1(Br)Br)c1ccc(NC(=O)c2ccc(C)o2)cc1 (stereo not drawn)
→ 1431	1559
100) O=C(CSc1nnc(-c2ccccn2)n1Cc1ccco1)c1ccc(-c2ccccc2)cc1
→ 1919	2172
101) CC1CCCC(C)N1/N=C/c1cc(Br)c(O)c(Br)c1 (stereo not drawn)
→ 1532	1642
102) Cc1ccc(C)c2sc(N)nc12
→ 1520	1845
103) CC(C)CC1(C(=O)NCCN2CCOCC2)C=CCN1C(=O)c1ccccc1 (stereo not drawn)
→ 1610	1807
104) O=C(CCN1CCN(CCO)CC1)Nc1ccc(Br)cc1
→ 1423	1413
105) CCOC(=O)c1ccc(N=c2sc(C(=O)OC)cc(=O)n2-c2ccc(C(=O)OCC)cc2)cc1
→ 1653	1929
106) COc1ccc(N2CCN(C(=O)c3ccc(C)cc3)CC2)c([N+](=O)[O-])c1
→ 1565	1817
107) N/C(=N\OCC(=O)Nc1ccccc1)c1nonc1N
→ 1554	1826
108) COCC(C)n1c(SCC(=O)c2cc(C)n(C)c2C)nc2ccccc2c1=O (stereo not drawn)
→ 1479	1747
109) Cc1ccc(C(=O)N/C(=C/c2ccco2)C(=O)NCCCn2ccnc2)cc1
→ 1504	1804
110) CCSc1nnc(NC(=O)c2nc3nc(C)cc(C)n3n2)s1
→ 1697	1846
111) CN1CCN(C(=O)c2cnn(-c3ccccc3)c2NC(=O)c2cccs2)CC1
→ 1739	1544
112) CCOC(=O)N1CCN(C(=O)c2cnn3c(C(F)(F)F)cc(-c4cccs4)nc23)CC1
→ 1440	1717
